A549 viability – Nrf2 qHTS screen for inhibitors: counterscreen for cytotoxicity | A549 ARE-Fluc cells, CellTiter-Fluor viability, 18-24 h | Potency, µM (series often up to 46 µM), without a hit: top-dose activity change, negative = cytotoxicity, most hits filed as inhibitors | hit rate 0.16% among 390,000; note: potency is the fitted concentration of half-maximal effect; % is set by controls: 0 for no effect and ±100 for the full control effect
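Cytotoxicity counterscreen: CellTiter-Fluor fluorescence was measured in A549 ARE_Fluc cells after 18-24 h of compound exposure in a concentration series. The subsequent BugLite luminescent read reports ARE-luciferase activity.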
S2 tox – Viability Counterscreen for Primary qHTS for Inhibitors of ATXN expression; S2 cells (HEK-293 line with an ATXN2-luciferase reporter) viability, CellTiter-Fluor protease fluorescence, 24 h; Potency, µM (doses to about 56.7 µM), actives largely listed as cytotoxic; hit rate 0.49% among 400,000; AID 651635, 2014; note: potency is the fitted concentration of half-maximal effect; nearly all actives have a fitted effect of over 40% in size
Nrf2 inh – Nrf2 qHTS screen for inhibitors | AID 504444, 2011 | hit rate 2.1% among 360,000 | Potency, µM (doses to about 46 µM), for the others: at the top dose activity change, negative = inhibition, actives largely listed as inhibitors | A549 ARE-Fluc reporter, luciferase luminescence, 18-24 h; note: potency is the fitted concentration of half-maximal effect; % is set by controls: 0 for no effect and ±100 for the full control effect; nearly all actives have a fitted effect of over 60% in size
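In this cell-based qHTS, ARE-driven firefly luciferase in A549 cells reports Nrf2 activity; the luminescent signal after BugLite lysis is the measured value, with a prior CellTiter-Fluor read for cell health.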
Nrf2 ARE act – qHTS of Nrf2 Activators | AREc32 ARE-luciferase reporter (MCF7-derived line), luminescence, 24 h | Potency, µM (highest dose often 46.1 µM), inactives show at the highest dose activation, most hits filed as activators | hit rate 0.31% among 410,000; note: potency is the fitted concentration of half-maximal effect; % of control where 0% means no effect; nearly all actives have a fitted effect of over 65% in size
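For detection, Steady-Glo was added and plates sat 30 min at RT; before that, AREc32_Fluc cells grown overnight in OPTI-MEM/5% FBS had been treated with 23 nL compound for 24 hr at 37 deg C.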
MCF10A rereplic – A quantitative high throughput screen for small molecules that induce DNA re-replication in MCF 10a normal breast cells; hit rate 2.9% among 350,000; AID 624296, 2012; Potency, µM (doses to about 46.1 µM), inactives show at the top dose activity, positive = re-replication, most hits filed as activators; MCF 10A DNA re-replication, Hoechst nuclear intensity, 48 h; note: potency is the fitted concentration of half-maximal effect; % of control where 0% means no effect; nearly all actives have a fitted effect of over 50% in size
TGFb inhibitor – qHTS for Inhibitors of TGF-b. HepG2 CAGA-GFP TGF-b/SMAD3 reporter, GFP fluorescence, 18 h; TGF-beta stimulated, 500 pg/mL final. AID 588855, 2011. hit rate 1.2% among 410,000. Potency, µM (titrated, usually from 46.1 µM), inactives show at the highest dose activity, negative = inhibition, most hits filed as inhibitors; note: potency is the fitted concentration of half-maximal effect; % is set by controls: 0 for no effect and ±100 for the full control effect; nearly all actives have a fitted effect of over 65% in size
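Inhibition of TGF-beta-driven CAGA-GFP reporter expression in HEPG2 cells is measured by cellular GFP fluorescence after 18 h stimulation with 500 pg/mL recombinant TGF-beta in 1% FBS medium at 37 degrees C.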
HepG2 tox – qHTS for Inhibitors of TGF-b: Cytotox Counterscreen. HepG2 CAGA-GFP viability, ATP luminescence, 18 h. hit rate 0.76% among 410,000. Potency, µM (series often up to 46.1 µM), for inactives: at the highest dose activity change, negative = cytotoxicity, usual class: cytotoxic; note: potency is the fitted concentration of half-maximal effect; some results filed as inactive show a strong effect at the top dose
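HepG2 CAGA-GFP cells (1000/well, DMEM with 1% FBS) received compound, then TGF-beta at 500 pg/mL final, and were incubated 18 hours at 37 degrees C. Viability was read by CellTiter-Glo luminescence. Media-only wells were set as complete cell-killing and DMSO as no toxicity.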
IL1B secr inh – qHTS for Inhibitors of Inflammasome Signaling: IL-1-beta AlphaLISA Primary Screen; THP-1 LPS/ATP IL-1B secretion, AlphaLISA, 16 h; active compounds read low; activity change, % at 57.5 µM; hit rate 4.7% among 360,000; AID 743279, 2014; in the data active = activity change below about -50%; inconclusive = mostly about -30% to -49%; note: % is set by controls: 0 for no effect and ±100 for the full control effect
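THP-1 cells pretreated 1 hr with compounds (up to 57.5 uM final), then stimulated with LPS (250 ng/mL final) plus ATP (1.25 mM final); secreted IL-1B measured by AlphaLISA after 16 hr, decreased signal indicating inhibition.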
ATXN2 expr inh – Primary qHTS for Inhibitors of ATXN expression; HEK-293 ATXN2-luciferase reporter, luminescence, 24 h; Potency, µM (titrated, usually from 57 µM), for the others: top-dose activity change, negative = inhibition, usual class: inhibitors; hit rate 0.72% among 360,000; AID 1745845, 2022; note: potency is the fitted concentration of half-maximal effect; % is set by controls: 0 for no effect and ±100 for the full control effect; nearly all actives have a fitted effect of over 55% in size
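qHTS (up to 57 uM final) was run with 24 h compound exposure of reporter cells at 37 °C. Each well was multiplexed: SteadyGlo luminescence measured ATXN2-luciferase expression after a fluorogenic Gly-Phe-AFC viability readout (25 uM final).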
* = called active by the depositor; i = inactive; ? = inconclusive; . = not tested or not shown; & = joins results of further samples; [ ] = another dose, or the depositor's remark. Unless noted, calls come from the whole dose curve; as a rule, active = well fitted curve in the direction sought with a large enough effect; inconclusive = small, poorly fitted or top-dose-only effect, or another doubt; inactive = no such curve, though single readings can be large; an effect the other way counts as inactive or inconclusive.

[1] CSCCC(NC(=O)c1ccc(Cl)cc1)C(=O)OCC(=O)Nc1ccc(C#N)cc1 (stereo not given)
[2] CC1(C(=O)Nc2cnc3ccccc3c2)CCN1CCc1ccccc1 (stereo not given)
[3] CN1C(=O)[C@H]2[C@@H](C3CC3)N3C(=O)CN(Cc4ccccn4)C(=O)[C@@]3(Cc3ccccc3)[C@H]2C1=O
[4] O=C(COC(=O)C1CC1)NCc1ccc(Cl)cc1Cl
[5] Cc1cc(C)c(S(=O)(=O)NCCc2cc3ccc(C)c(C)c3[nH]c2=O)c(C)c1
[6] COc1ccc(-n2nnnc2SCC(=O)Nc2nnc(C)s2)cc1OC
[7] C=CCNC(=O)N1CCC(c2nc3ccccc3s2)CC1
[8] COC(=O)C1=C[C@@H](C(=O)OC)[C@@H]2C3=C(C(=O)[C@]2(CC(C)C)NC(=O)c2ccccc2)[C@H](C)n2c(=O)n(-c4ccccc4)c(=O)n2[C@@H]3C1
[9] CCOc1ccccc1Oc1c(C)oc2cc(OC(=O)N3CCOCC3)ccc2c1=O
[10] COc1ccc(Br)cc1-c1nc(CCl)cs1

compound no.	1	2	3	4	5	6	7	8	9	10
A549 viability	2%	.	-1%	8%	-5%&4%	2%	-1%	-5%	-4%	0%
S2 tox	i	i	i	i	i	i	i	i	i	?
Nrf2 inh	6%	.	7%	-4%	?	9%	-9%	24%	-18%	-8%
Nrf2 ARE act	0.1%	-0.8%	0.3%	0.0%	-1.2%&0.1%	-0.5%	-0.4%	0.1%	0.0%	4.6%
MCF10A rereplic	29%	.	2%	-1%	?	-4%	14%	1%	3%	0%
TGFb inhibitor	21%	?	1%	13%	?	10%	5%	1%	-1%	-28%
HepG2 tox	3%	-25%	-5%	-13%	3%&-7%	-32%	24%	7%	0%	-22%
IL1B secr inh	6	-27	20	-10	-3	36	20	21	-3	-3
ATXN2 expr inh	4%	?	5%	.	10%&8%	3%	3%	0%	-4%	.

[11] CC(=O)c1ccc(NC(=S)Nc2cccc3cnccc23)cc1
[12] CC1(CCc2ccccc2)NC(=O)N(CC(=O)O)C1=O (stereo not given)
[13] Cc1c(NC(=O)c2cccs2)cccc1C(=O)O
[14] OC[C@@H]1CN(Cc2ccccc2)C[C@H](n2cnc3c(NCc4ccco4)ncnc32)O1
[15] CC(C)(C)c1ccc(CC(=O)N2CCC2(C)C(=O)NS(=O)(=O)c2ccc(F)cc2F)cc1 (stereo not given)
[16] CCCCCC(=O)N1C[C@H](O)[C@@H](n2cc(-c3ccc(F)cc3)nn2)C[C@@H]1c1ccccc1
[17] Cc1cc(C)cc(NC(=O)C(=O)NCCc2c[nH]c3ccccc23)c1
[18] CC1(C)CC2(CC(c3ccccc3)c3ccc(O)cc3O2)NC(=S)N1 (stereo not given)
[19] Cc1cc(C)c(NC(=O)Cn2c(=O)n(Cc3ccc4c(c3)OCO4)c(=O)c3ccc(C(=O)NC4CCCCC4)cc32)c(C)c1
[20] Cc1ccc(C)c(NC(=O)CN(C)C(=O)c2sccc2C)c1

compound no.	11	12	13	14	15	16	17	18	19	20
A549 viability	3%	0%	-8%	.	.	.	-11%	11%	-3%	-1%
S2 tox	i	i	?	i	i	i	?	i	i	i
Nrf2 inh	?	2%	?	.	.	.	?	-12%	3%	-2%
Nrf2 ARE act	8.2%	-0.2%	-0.3%	-1.2%[9.22 µM]	0.0%	-0.1%	1.9%	-0.1%	-0.2%	-0.1%
MCF10A rereplic	-4%	21%	-1%	.	.	.	0%	1%	.	-6%
TGFb inhibitor	?	-1%	-10%	-2%	6%	9%	8%	-29%	3%	1%
HepG2 tox	-8%	-1%	-18%	-19%	-15%	-15%	-20%	-36%	-5%	-8%
IL1B secr inh	3	3	27	0	-51*	-5	-20	33	.	4
ATXN2 expr inh	-13%	6%	10%	10%	16%	-7%	-3%	-20%	5%	0%

Three successive records from above, for reference:
[11] CC(=O)c1ccc(NC(=S)Nc2cccc3cnccc23)cc1
[12] CC1(CCc2ccccc2)NC(=O)N(CC(=O)O)C1=O (stereo not given)
[13] Cc1c(NC(=O)c2cccs2)cccc1C(=O)O

compound no.	11	12	13
A549 viability	3%	0%	-8%
S2 tox	i	i	?
Nrf2 inh	?	2%	?
Nrf2 ARE act	8.2%	-0.2%	-0.3%
MCF10A rereplic	-4%	21%	-1%
TGFb inhibitor	?	-1%	-10%
HepG2 tox	-8%	-1%	-18%
IL1B secr inh	3	3	27
ATXN2 expr inh	-13%	6%	10%

Later entries
[21] Cc1ccc(/C=N/Nc2ccc(Cl)nn2)cc1
[22] O=C(Cn1c2ccccc2c(=O)c2ccccc21)N/N=C/c1ccc(N2CCCC2)c([N+](=O)[O-])c1
[23] O=C(O)CCCN1C(=O)/C(=C\c2ccco2)SC1=S
[24] Cc1ccc(C(=O)c2ccc(CC(=O)O)n2C)cc1
[25] COc1cccc2c(=O)c(C(=O)O)c[nH]c12
[26] COc1cccc(C(=O)C2CCCN(C(=O)c3ccc(C#CC(C)(C)O)cc3)C2)c1 (stereo not given)
[27] COc1ccc(N2CCN(C(c3ccccc3)c3nnnn3Cc3ccccc3)CC2)cc1 (stereo not given)
[28] N#CC1=C(SCC(=O)NC2CCCCC2)NC(=O)CC1c1ccco1 (stereo not given)
[29] CC(=O)c1ccc(S(=O)(=O)NCCC(=O)N2CCN(c3ccccn3)CC2)cc1
[30] O=C(COc1ccc(Cl)cc1Cl)NCC1(N2CCOCC2)CCCCC1

compound no.	21	22	23	24	25	26	27	28	29	30
A549 viability	-1%	-12%	-18%	-4%	0%	-8%	0%	-4%	8%	0%
S2 tox	i	.	i	i	i	i	.	i	.	i
Nrf2 inh	-8%	3%	?	0%	9%	2%	-14%	21%	7%	23µM*
Nrf2 ARE act	4.0%	-0.1%	5.9%	-1.4%	0.0%	0.4%	.	1.5%	0.0%	0.1%
MCF10A rereplic	15%	?	16%	3%	?	-14%	.	?	-7%	?
TGFb inhibitor	13%	-21%	5%	3%	-31%	?	2%	3%	3%	-16%
HepG2 tox	23%	-50%	-18%	0%	-30%	-8%	0%	8%	0%	5%
IL1B secr inh	-11	8	?	5	-1	-1	.	-4	-7	-65*
ATXN2 expr inh	.	32µM*	-16%[11.3 µM]	0%&7%	21%	.	.	3%	.	?

[31] COC1c2ccccc2C(=O)N1CCc1ccc(Cl)cc1 (stereo not given)
[32] CC(C)N(C(=S)NCc1ccccc1)c1ccccc1
[33] O=C(OCc1ccccc1)N1CCC2CC1c1ccc(N3CCNCC3)cc12 (stereo not given)
[34] Cc1ccccc1-n1c2nc(=O)[nH]c(=O)c-2cc2c(Cl)cccc21
[35] COC(=O)Cc1ccc(NC(=S)NCc2ccco2)cc1
[36] O=C(O)CC1S/C(=N/N=C/c2ccc(-c3ccc(Cl)c([N+](=O)[O-])c3)o2)NC1=O (stereo not given)
[37] Cc1ccc(C(C)C)c(OCC(=O)Nc2ccc(S(=O)(=O)Nc3onc(C)c3C)cc2)c1
[38] CCN(CC)C(=O)Oc1ccc(NC(C)=O)cc1
[39] CC(=O)c1cc(C(C)=O)c(C)nc1C
[40] C=Cc1ccc(Cn2c(C)c(C(=O)NCc3ccc(C#N)cc3)sc2=O)cc1

compound no.	31	32	33	34	35	36	37	38	39	40
A549 viability	16%	3%	.	-11%	20%	-16%	-7%	-8%	?	.
S2 tox	i	i	?	?	i	i	i	i	?	i
Nrf2 inh	15%	18%	.	?	2%	1%	-13%	-4%	?	.
Nrf2 ARE act	5.5%	-0.9%	6.3%	5.3%	4.2%	3.0%	-0.2%	-0.5%	2.7%	0.1%
MCF10A rereplic	14%	?	.	.	11%	0%	.	-2%	-39%[inhibitor]	.
TGFb inhibitor	-9%	-19%	-3%	-16%	23%	3%	-6%	21%	?	-26%
HepG2 tox	-32%	2%	-36%	-29%	15%	8%	-15%	-7%	-1%	-6%
IL1B secr inh	-7	-50*	-15	.	7	8	.	-10	36	?
ATXN2 expr inh	22%	-20%	13%	-1%	-21%[11.3 µM]	-3%	-7%	-2%	-25%	?

[41] COc1ccc(N(C(=O)c2cccnc2)S(=O)(=O)c2ccccc2)cc1
[42] O=C(Cn1cnc2c(nnn2Cc2ccc(F)cc2)c1=O)NCc1ccco1
[43] Cc1ccc(-n2ncc3c(N4CCN(c5ccc(F)cc5)CC4)ncnc32)c(C)c1
[44] O=C1N=C(N2CCOCC2)S/C1=C\c1ccccc1OS(=O)(=O)c1ccccc1
[45] C[C@H](CO)N1C[C@H](C)[C@@H](CN(C)S(=O)(=O)c2cn(C)cn2)Oc2cc(Br)ccc2S1(=O)=O
[46] C=C(C)c1cccc(C(C)(C)NC(=O)NCc2ccc(OC)cc2)c1
[47] Cc1ccccc1CCN(CC(=O)NCc1ccc(F)cc1)C(=O)c1csnn1
[48] Cc1ccc(C)c(N2CCN(CCCNC(=O)c3cnn(-c4ccc(F)cc4)c3C3CCN(C(=O)OC(C)(C)C)CC3)CC2)c1

compound no.	41	42	43	44	45	46	47	48
A549 viability	2%	2%	-5%	-4%	.	0%	0%	18µM*
S2 tox	i	i	i	i	i	i	i	.
Nrf2 inh	0%	18%	?	-15%	.	-9%	3%	?
Nrf2 ARE act	-0.9%	3.4%	0.4%	-0.6%	-0.6%	-1.1%	-0.2%	-0.4%
MCF10A rereplic	0%	27%	3%	4%	.	9%	0%	.
TGFb inhibitor	-4%	-1%	?	-4%	1%	14%	1%	-24%
HepG2 tox	-3%	-9%	-21%	-3%	0%	7%	1%	-17%
IL1B secr inh	19	-18	-5	12	8	15	3	.
ATXN2 expr inh	-19%[11.3 µM]	-12%	-11%	.	12%	-22%	15%	.
